Bioassay records from PubChem.
Epigenetic derep: derepresses silenced GFP reporter in murine cells; murine LDR cells, GFP reporter derepression, 30 h; Potency, µM (doses to about 53.9 µM), inactives show top-dose GFP activation, hits mostly activators; actives 0.2% (n = 280,000); AID 1865; note: potency is the fitted concentration of half-maximal effect; % of control where 0% means no effect; nearly all actives have a fitted effect of over 60% in size
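Reporter derepression read as number of fluorescent GFP-positive objects, 20-120 um in size, counted by laser-scanning cytometer. Mouse LDR line with an epigenetically silenced CMV-GFP locus; compound incubation 30 h, 37 C.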
Tau fluor counter: counter-screen for tau fibril formation inhibitors; tau K18 P301L (four-repeat tau fragment) Alexa594 fluorescence, heparin fibrillization; Potency, µM (highest dose often 57.7 µM), inactives show top-dose activity change, negative = decrease; actives 0.93% (n = 280,000); AID 1463; note: potency is the fitted concentration of half-maximal effect; % is set by controls: 0 for no effect and ±100 for the full control effect; nearly all actives have a fitted effect of over 55% in size
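Human K18 P301L tau (15 uM unlabeled plus 0.24 uM Alexa 594-labeled, final) in 100 mM sodium acetate pH 7 was mixed with compound and 20 uM heparin and incubated 6 hr at 37 C.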
GLA spleen mod: inhibits or activates alpha-galactosidase in human spleen homogenate. P06280. human spleen homogenate, 4MU-alpha-Gal fluorescence, 40 min. Potency, µM (titrated, usually from 80 µM), without a hit: top-dose activity change, negative = inhibition, usual class: inhibitors. actives 0.008% (n = 240,000);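 note: potency is the fitted concentration of half-maximal effect; 0% = enzyme with vehicle and -100% = no enzyme basal signal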
Target sequence (P06280 32-429 limits assumed): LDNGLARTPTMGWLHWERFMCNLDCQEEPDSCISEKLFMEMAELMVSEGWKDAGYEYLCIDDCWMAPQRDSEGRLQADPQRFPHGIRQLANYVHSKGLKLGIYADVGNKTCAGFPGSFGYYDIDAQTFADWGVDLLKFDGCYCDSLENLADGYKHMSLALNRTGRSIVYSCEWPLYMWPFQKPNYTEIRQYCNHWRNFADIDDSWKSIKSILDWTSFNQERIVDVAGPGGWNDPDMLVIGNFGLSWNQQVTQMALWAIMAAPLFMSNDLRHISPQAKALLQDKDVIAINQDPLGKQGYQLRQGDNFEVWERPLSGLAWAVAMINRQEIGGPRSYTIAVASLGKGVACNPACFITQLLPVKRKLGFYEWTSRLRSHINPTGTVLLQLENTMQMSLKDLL
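Human spleen homogenate (1 ug) as enzyme source, 4-methylumbelliferyl-alpha-D-galactopyranoside 1 mM final, citrate/phosphate pH 5.0 with 0.01% Tween-20. Compounds 40 min at 37C, NaOH/glycine stop; fluorescence Ex 365/Em 440, Hill-fit AC50.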
TexasRed fluor: Texas Red fluorescence interference in TRb-SRC2 counter-screen. TRb/SRC2 Texas Red total fluorescence interference. actives 0.29% (n = 280,000). Potency, µM (top dose mostly 106 µM), for the others: at the top dose fluorescence change, negative = quenching; active = well fitted curve in either direction with a large enough effect; inconclusive = small, poorly fitted or top-dose-only effect; note: potency is the fitted concentration of half-maximal effect; % is set by controls: 0 for no effect and ±100 for the full control effect
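Flags fluorescent or light-absorbing compounds by total fluorescence, S + 2P, at 555 nm excitation and 632 nm emission. Mixture: 20 nM Texas Red SRC2 peptide, 0.6 uM human TRb LBD, 1 uM T3, 5% DMSO; compound exposure 5 h at ambient temperature.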
Tau FP inhib: tau fibrillization inhibition (FP); AID 1468; Potency, µM (titrated, usually from 57.7 µM), for inactives: top-dose activity, negative = inhibition, usual class: inhibitors; actives 0.39% (n = 280,000); K18 P301L tau heparin fibrillization, Alexa594 FP, 6 h; note: potency is the fitted concentration of half-maximal effect; % is set by controls: 0 for no effect and ±100 for the full control effect; nearly all actives have a fitted effect of over 55% in size
Target sequence (P10636 561-689 P618L limits assumed): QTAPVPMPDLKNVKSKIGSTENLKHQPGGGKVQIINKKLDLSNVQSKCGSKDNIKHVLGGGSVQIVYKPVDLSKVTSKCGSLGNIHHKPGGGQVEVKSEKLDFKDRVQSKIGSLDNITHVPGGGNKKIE
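Recombinant K18 P301L […], labeled with Alexa 594 at 0.24 uM over 15 uM unlabeled; heparin inducer 20 uM final; 37 C, 6 hr; FP endpoint.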
TRb SRC2 PPI: inhibitors of human thyroid hormone receptor beta-SRC2 interaction. P10828. TRbeta-SRC2 peptide binding, fluorescence polarization; receptor liganded with 1 µM T3. Potency, µM (doses to about 106 µM), for inactives: at the highest dose activity change, negative = inhibition, hits mostly inhibitors. actives 0.065% (n = 280,000). AID 1469;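 note: potency is the fitted concentration of half-maximal effect; plate controls were bound peptide for no effect and peptide without receptor for full effect; nearly all actives have a fitted effect of over 50% in size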
Target sequence (P10828 whole entry, looked up): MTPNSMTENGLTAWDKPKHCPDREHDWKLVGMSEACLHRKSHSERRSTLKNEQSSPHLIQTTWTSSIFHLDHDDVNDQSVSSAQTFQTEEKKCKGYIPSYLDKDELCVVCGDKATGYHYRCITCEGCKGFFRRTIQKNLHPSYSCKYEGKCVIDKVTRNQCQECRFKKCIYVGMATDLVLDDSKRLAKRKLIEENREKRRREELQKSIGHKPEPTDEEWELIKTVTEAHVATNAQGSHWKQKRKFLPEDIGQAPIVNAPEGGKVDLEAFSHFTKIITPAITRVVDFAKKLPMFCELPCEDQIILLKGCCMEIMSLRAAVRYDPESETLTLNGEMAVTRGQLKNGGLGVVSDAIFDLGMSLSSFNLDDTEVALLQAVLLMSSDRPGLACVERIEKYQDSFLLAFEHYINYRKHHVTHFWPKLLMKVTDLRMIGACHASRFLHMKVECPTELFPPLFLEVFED
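Each compound concentration gave % activity, normalized to unbound and bound Texas Red SRC2 controls, from polarization read after 5 hr ambient incubation with T3-loaded human TRb LBD.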
CBFb-RUNX1 inh: CBF-beta/RUNX1 interaction disruption. Q01196+Q13951. AlphaScreen CBFb-His/RUNX1-biotin binding, biochemical. Potency, µM (doses to about 59.8 µM), for inactives: at the top dose activity, negative = inhibition, actives largely listed as inhibitors. 230,000 tested, under 10 active. AID 1477; note: % of control where 0% means no effect
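AlphaScreen proximity signal reports loss of binding between His-tagged CBF-beta and biotin-labelled RUNX1, each at 30 nM. Proteins are pre-associated for 20 minutes, compounds added for 15 minutes, then beads for 90 minutes, all at ambient temperature.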
NPSR antagonist: neuropeptide S receptor (human) antagonism, cAMP; Potency, µM (highest dose often 38.3 µM), inactives show at the highest dose activity change, negative = inhibition, usual class: inhibitors; actives 1% (n = 220,000); CHO-NPSR cells, cAMP TR-FRET, antagonist mode; AID 1461; Q6W5P4; note: potency is the fitted concentration of half-maximal effect; % is set by controls: 0 for no effect and ±100 for the full control effect; nearly all actives have a fitted effect of over 50% in size; many of its hits are not listed in these tables
Starred values were filed as active, the others as inactive; ? = inconclusive; . = not tested or not shown; [ ] = another dose, or the depositor's remark. Unless noted, calls come from the whole dose curve; as a rule, active = well fitted curve in the direction sought with a large enough effect; inconclusive = small, poorly fitted or top-dose-only effect, or another doubt; inactive = no such curve, though single readings can be large; an effect the other way counts as inactive or inconclusive.

SMILES	Epigenetic derep	Tau fluor counter	GLA spleen mod	TexasRed fluor	Tau FP inhib	TRb SRC2 PPI	CBFb-RUNX1 inh	NPSR antagonist
C/C(O)=C\c1nc2ccccc2oc1=O	15%	-8%	-5%	-4%	-6%	-2%	-5%	1%[46.1 µM]
CCOC(=O)c1c(S(=O)(=O)NCC(=O)Nc2ccc(F)cc2C)c(C)n(C)c1C	-1.3%	-3%	.	1%	-6%	-1%	.	.
Cc1ccc2nc(NC(=O)CSc3nc4c(c(=O)n3C)SC(C)C4)sc2c1 (stereo unspecified)	4.3%	-9%	6%	2%	8%	-3%	-22%	-28%[46.1 µM]
CCCC(=O)Nc1ccc(N2CCN(S(C)(=O)=O)CC2)cc1	1.3%	-1%	4%	0%	6%	-7%	10%	6%
Cc1nn(-c2nc3ccccc3s2)c(N)c1-c1ccccc1	-1.1%	-23%	4%	-3%	-7%	-1%	14%	?
Cc1nc2c([N+](=O)[O-])c(C)c(C)cc2[nH]1	1.3%	5%	8%	-3%	-4%	2%	-19%	10%
Cn1nnc2cc(C(=O)Nc3ccc(Cl)cc3)ccc21	4.5%	-3%	-4%	1%	-5%	3%	-1%	-11%
CCN1CCN(CCOc2ccccc2-c2ccccc2)CC1	0.0%	4%	-3%	-6%	4%	-2%	9%	6%
CC(=O)c1cccc(NC(=O)/C(=C\c2cccnc2)NC(=O)c2ccco2)c1	-0.4%	-1%	-3%	-2%	-6%	-6%	1%	-6%
Cn1c(=O)c2c(ncn2CC(COCc2ccccc2)OCc2ccccc2)n(C)c1=O (stereo unspecified)	-2.1%	-3%	6%	0%	-7%	1%	2%	-11%
CNC(=S)SCCOc1ccccc1C	0.0%	3%	-2%	1%	2%	-20%	-5%	14%
Cc1nnc(SCC(=O)N(Cc2ccccc2)C(C)C)n1-c1ccccc1	-2.1%	4%	1%	0%	7%	-20%	-4%	-11%[46.1 µM]
Cc1cc(=O)oc2cc(NC(=S)NCc3ccccn3)ccc12	0.1%	-9%	?	2%	-6%	-6%	-16%	-12%
CCC(C)NS(=O)(=O)c1ccc(OCC(=O)N2CCCC2)cc1 (stereo unspecified)	-0.1%	-1%	-3%	3%	3%	1%	-2%	2%
CSc1ccccc1NC(=O)Nc1ccccc1Cl	-0.4%	-4%	1%	-2%	1%	6%	14%	-35%

Complete entries as entered above. Values in the order: Epigenetic derep | Tau fluor counter | GLA spleen mod | TexasRed fluor | Tau FP inhib | TRb SRC2 PPI | CBFb-RUNX1 inh | NPSR antagonist
Cc1nnc(SCC(=O)N(Cc2ccccc2)C(C)C)n1-c1ccccc1 as listed: -2.1% | 4% | 1% | 0% | 7% | -20% | -4% | -11%[46.1 µM]
CSc1ccccc1NC(=O)Nc1ccccc1Cl as listed: -0.4% | -4% | 1% | -2% | 1% | 6% | 14% | -35%
CCOC(=O)c1c(S(=O)(=O)NCC(=O)Nc2ccc(F)cc2C)c(C)n(C)c1C as listed: -1.3% | -3% | . | 1% | -6% | -1% | . | .
Cc1cc(=O)oc2cc(NC(=S)NCc3ccccn3)ccc12 as listed: 0.1% | -9% | ? | 2% | -6% | -6% | -16% | -12%

(next part)
SMILES	Epigenetic derep	Tau fluor counter	GLA spleen mod	TexasRed fluor	Tau FP inhib	TRb SRC2 PPI	CBFb-RUNX1 inh	NPSR antagonist
Nc1ccccc1Nc1cc(-c2ccccc2)nn1-c1ccccc1	-1.0%	14µM*[quencher]	8%	2%	16%	-15%	?	-25%
Cc1c(O)c(=O)c2ccccc2n1C	2.3%[10.1 µM]	-13%[11.6 µM]	?	-16%[11.2 µM]	-9%[11.6 µM]	2%[11.2 µM]	2%[13.1 µM]	3%
Cc1[nH]c2ccccc2c1C(c1ccncc1)N1CCN(c2ccc(F)cc2)CC1 (stereo unspecified)	1.0%	?	-6%	1%	-9%	4%	-8%	-25%
CCOc1ccccc1CNC(=O)C1CCN(Cc2cc3ccccc3n2Cc2ccccc2)CC1	2.1%	-8%	.	3%	-2%	2%	.	.
Cc1cc(NC(=O)CSc2cn(CCNC(=O)c3ccc(F)cc3)c3ccccc23)no1	-1.7%	-27%	-7%	-4%	-6%	1%	4%	-26%[46.1 µM]
COc1ccc(-c2oc3ncn(CCN4CCOCC4)c(=N)c3c2-c2ccc(OC)cc2)cc1	-2.4%	-21%	7%	-6%	6%	1%	12%	?
CC(=O)Nc1ccc(N2C(=O)CSC2c2cccc([N+](=O)[O-])c2)cc1 (stereo unspecified)	-0.2%	-1%	-4%	-6%	-3%	0%	14%	-4%
Cc1cccc(-c2nn3c(=O)cc(CN4CCN(C(=O)/C=C/c5ccccc5)CC4)nc3s2)c1	-1.7%	-1%	.	-1%	0%	3%	.	.
O=[N+]([O-])c1ccc(-c2ccc(/C=N/c3c(-c4ccco4)nc4ccccn34)o2)c(Cl)c1	-0.9%	-28%	-2%	1%	-6%	-4%	-6%	-30%[46.1 µM]
Cc1nc(S/C(=C/c2ccc(-c3ccc(Cl)cc3)o2)C(=O)O)n[nH]1	0.5%	?	0%	-8%	6%	-4%	-6%	-10%[46.1 µM]
COc1ccc(/C=N\NC(=O)c2cc(O)c(O)c(O)c2)cc1CN1CCN(c2ccc(F)cc2)CC1	-1.0%	?	-4%	-2%	-1%	2%	-1%	7%
O=C(C=C=Nc1ccccc1)C(=O)N=C=Cc1ccccc1	1.1%	?	2%	-1%	?	-1%	-4%	?
Nc1nc(Nc2ccccc2F)sc1C(=O)c1ccc(Cl)cc1	0.0%	16µM*[quencher]	.	2%	-2%	-1%	.	.
O=C(CN1C(=O)c2ccccc2S1(=O)=O)NC1CCCC1	0.5%	-2%	-2%	-6%	3%	-3%	10%	3%[46.1 µM]
O=C(Nc1ccc(Cl)c(-c2nc3cc(Cl)ccc3o2)c1)c1cc2ccccc2o1	?	?	.	-2%	?	-6%	.	.
Cn1c(=O)oc2cc(S(=O)(=O)Nc3ccc4c(c3)OCCO4)ccc21	17%	-2%	5%	5%	2%	-9%	-3%	-5%[46.1 µM]
CCC1Sc2ccccc2N(CC(=O)NCc2ccccc2OC)C1=O (stereo unspecified)	-1.0%	-7%	-6%	2%	2%	-1%	2%	-18%[46.1 µM]
CCN(CC)CCOC(=O)c1ccc(NC(=O)CNC(=O)c2ccccc2)cc1	-1.5%	-3%	2%	-1%	-8%	1%	5%	27%
COc1ccc(C)cc1S(=O)(=O)N(CC(=O)NCc1ccc(Cl)cc1)Cc1ccccc1	-0.2%	-26%	1%	0%	-6%	4%	4%	?
CCOc1ccc(Cc2c(Cl)nc(SC)nc2OC)cc1	-1.7%	-8%	0%	1%	-17%	2%	9%	-20%[46.1 µM]
COc1ccc(C2c3c(ccc4ccccc34)Oc3ncn4nc(Cc5ccccc5)nc4c32)cc1OC (stereo unspecified)	-1.1%	-1%	1%	0%	-7%	11%	-10%	16%
Cc1ccc(N=Nc2c(C)[nH]n(-c3ccccc3)c2=O)cc1	4.5%	8%	-2%	4%	-6%[2.34 µM]	-3%	0%	5%
COc1ccc(S(=O)(=O)N(C)c2ccc(C(=O)N3CCCC3)cc2)cc1	1.0%	-7%	8%	0%[53 µM]	1%	-5%[53 µM]	4%	6%
O=C(NCc1ccco1)c1ccccc1NS(=O)(=O)c1cccs1	0.0%	1%	-8%	1%	8%	-5%	4%	-3%[46.1 µM]
Cc1cc(C)n(-c2ccc(C(=O)OCC(=O)Nc3cc(Cl)ccc3[N+](=O)[O-])cc2)n1	0.0%	-19%	3%	0%	-6%	-8%	-3%	-6%
CC1Cc2cc(S(=O)(=O)CCC(=O)Nc3ccc(Cl)cc3F)ccc2N1C(=O)C1CC1 (stereo unspecified)	-0.9%	-13%	.	-5%	1%	-1%	.	.
CN1CCC(NC(=O)Cc2c(F)cccc2Cl)CC1	0.0%	-10%	3%	1%	2%	2%	1%	12%
CCOC(=O)c1c(NC(=O)C2COc3ccccc3O2)sc2c1CC(C)(C)NC2(C)C (stereo unspecified)	-0.1%	-7%	-11%	?	3%	1%	21%	-36%
COc1ccccc1N(CC(=O)Nc1cc(C)on1)S(=O)(=O)c1ccc(Cl)cc1	1.0%	-21%	-4%	0%	5%	-8%	1%	-18%[46.1 µM]
CCOC(=O)c1ccccc1Nc1cc(C)nc2nc(-c3ccco3)nn12	?	-4%	.	-3%	-5%	3%	.	.
CCOc1ccccc1C(=O)N1CCN=C1SC	-1.9%	-10%	1%	0%	0%	12%	0%	-15%[46.1 µM]
CCCN(C(=O)c1ccco1)c1nnc(-c2ccccc2C)s1	-0.5%	5%	?	-4%	2%	-7%	2%	?
CN1C2=CC=CC=CC2=[N+](C)C12C([N+](=O)[O-])=CC(=[N+]([O-])[O-])C=C2[N+](=O)[O-] (stereo unspecified)	0.1%	3%	-5%	0%	0%	-1%	-6%	18%
Cc1cccc(N2CCN(C(=O)Cn3nc(Cc4cccnc4)c4ccccc4c3=O)CC2)c1C	4.3%	-7%	.	-3%	11%	0%	.	.
CC(C)c1csc(CN2CCCC(CCC(=O)NCc3ccccc3F)C2)n1 (stereo unspecified)	3.9%	-4%	3%	-2%[53 µM]	3%	-5%[53 µM]	4%	19%
CC(NC(=O)CSc1ncccc1C(=O)O)C1CC2CCC1C2 (stereo unspecified)	2.4%	-5%	0%	-2%	-9%	2%	-2%	7%
Nc1nnc(COc2ccccc2)s1	10%	4%	-2%	0%	9%	6%	2%	-1%[46.1 µM]
COC(=O)C1=C(C)NC(=O)NC1c1ccccc1 (stereo unspecified)	1.2%	-4%	5%	-4%	-6%	-2%	-6%	25%[46.1 µM]
COC(=O)C1=C(C)NC(=O)NC1c1ccc(OC(=O)c2ccco2)cc1 (stereo unspecified)	-1.2%	9%	-2%	-2%	3%	3%	-8%	1%
COc1ccc2[nH]cc(/C=N/NS(=O)(=O)c3ccc(C)cc3)c2c1	-1.1%	13µM*[quencher]	2%	-2%	15%	1%	-2%	-8%
COC(=O)c1ccc(C(=O)OC)c(NC(=S)N2CCN(C(=O)C3CCCO3)CC2)c1 (stereo unspecified)	0.1%	-4%	11%	-3%	0%	-3%	5%	16%
Cc1ccc(C(=O)NCC(=O)OCC(=O)N2CCCc3ccccc32)cc1	0.0%	-1%	1%	1%	2%	2%	-3%	-1%

These rows are one share of the data (hit frequency here may not be typical).
